# LMP1 NFkB inh = Epstein-Barr LMP1 NF-kappaB reporter inhibition. inhibition, % at 12.5 µM. 0.69% of 350,000 active. AID 504558. LMP1-induced NF-kappaB luciferase reporter cells, luminescence; in the data active = inhibition above about 41%;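 also: 0% = neutral control wells and 100% = reference inhibitor control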
# NR2F2 inh = NR2F2 (human) inhibition, primary screen; P24468; HEK293T NGFI-A luciferase reporter, luminescence; inhibition, % at 8.6 µM; 0.7% of 370,000 active;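 active = inhibition above a per-plate cutoff, mean inhibition of test wells between control levels plus 3 SD, cut at about 38% in these data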;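 also: cells cotransfected with COUP-TFII expression vector driving the NGFI-A reporter; 0% = median of COUP-TF2 test wells and 100% = reporter-only cells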
# TRAIL sens C8 = caspase-8 TRAIL sensitization; inhibition (viability loss, TRAIL sensitization), % at 10 µM; NB7+C8 cells + TRAIL, ATPlite viability luminescence; 1% of 360,000 active;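 active = compounds causing at least 50% loss of cell viability in the single-dose screen, relative to plate controls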
# Vif inh = inhibitors of HIV Vif | HEK293T cells, Vif self-association by quenched fluorescence, imaging, 24 h | inhibition, % at 7.49 µM | 0.35% of 340,000 active | AID 602346; in the data active = inhibition above about 50%, passing the limit was not always enough; also: some results filed as inactive read as strong as hits
# LRH-1 inv ag = NR5A2 inverse agonism in reporter assay | O00482 | HEK293T StAR-luciferase reporter, LRH-1 transfected, 24 h | inhibition, % at 3.6 µM | 0.13% of 360,000 active;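 active = inhibition above the mean inhibition of all tested compounds plus 3 SD, cut at about 73% in these data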;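 also: 0% = DMSO wells and 100% = reporter-only cells lacking LRH-1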
# SRC3 inh = human NCOA3 inhibition | Q9Y6Q9 | HEK293 GAL4-SRC3 luciferase reporter, luminescence | inhibition, % at 3.6 µM | 0.17% of 360,000 active;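 active = inhibition above a per-campaign cutoff, the mean of all compounds plus 3 SD, cut at about 60% in these data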;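 also: 0% = DMSO-treated cells and 100% = gossypol-treated cells at 36 µM; higher means less SRC3-driven luciferase light from the GAL4 reporter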
# TLR9-MyD88 block = TLR9-MyD88 interaction inhibition | Q9NR96+Q99836 | CHO BLA complementation TLR9-MyD88, CCF4 FRET ratio | inhibition, % at 4.98 µM | 0.21% of 340,000 active | AID 504734;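 active = inhibition above the mean over all tested compounds plus 3 SD, cut at about 21% in these data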;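 also: 0% = DMSO only wells and 100% = clavulanate BLA inhibitor control wells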
# NCOA1 inh = inhibits human SRC1 coactivator | 0.12% of 360,000 active | AID 588354 | Q15788 | HEK293 GAL4-SRC1 luciferase reporter, luminescence | inhibition, % at 3.6 µM;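 active = inhibition above the campaign mean plus 3 SD, with each screening campaign given its own cutoff, cut at about 60% in these data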;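 also: 0% = DMSO treated cells and 100% = gossypol at 36 µM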
# Target sequence (Q15788 whole entry, looked up, the tested form may be a part): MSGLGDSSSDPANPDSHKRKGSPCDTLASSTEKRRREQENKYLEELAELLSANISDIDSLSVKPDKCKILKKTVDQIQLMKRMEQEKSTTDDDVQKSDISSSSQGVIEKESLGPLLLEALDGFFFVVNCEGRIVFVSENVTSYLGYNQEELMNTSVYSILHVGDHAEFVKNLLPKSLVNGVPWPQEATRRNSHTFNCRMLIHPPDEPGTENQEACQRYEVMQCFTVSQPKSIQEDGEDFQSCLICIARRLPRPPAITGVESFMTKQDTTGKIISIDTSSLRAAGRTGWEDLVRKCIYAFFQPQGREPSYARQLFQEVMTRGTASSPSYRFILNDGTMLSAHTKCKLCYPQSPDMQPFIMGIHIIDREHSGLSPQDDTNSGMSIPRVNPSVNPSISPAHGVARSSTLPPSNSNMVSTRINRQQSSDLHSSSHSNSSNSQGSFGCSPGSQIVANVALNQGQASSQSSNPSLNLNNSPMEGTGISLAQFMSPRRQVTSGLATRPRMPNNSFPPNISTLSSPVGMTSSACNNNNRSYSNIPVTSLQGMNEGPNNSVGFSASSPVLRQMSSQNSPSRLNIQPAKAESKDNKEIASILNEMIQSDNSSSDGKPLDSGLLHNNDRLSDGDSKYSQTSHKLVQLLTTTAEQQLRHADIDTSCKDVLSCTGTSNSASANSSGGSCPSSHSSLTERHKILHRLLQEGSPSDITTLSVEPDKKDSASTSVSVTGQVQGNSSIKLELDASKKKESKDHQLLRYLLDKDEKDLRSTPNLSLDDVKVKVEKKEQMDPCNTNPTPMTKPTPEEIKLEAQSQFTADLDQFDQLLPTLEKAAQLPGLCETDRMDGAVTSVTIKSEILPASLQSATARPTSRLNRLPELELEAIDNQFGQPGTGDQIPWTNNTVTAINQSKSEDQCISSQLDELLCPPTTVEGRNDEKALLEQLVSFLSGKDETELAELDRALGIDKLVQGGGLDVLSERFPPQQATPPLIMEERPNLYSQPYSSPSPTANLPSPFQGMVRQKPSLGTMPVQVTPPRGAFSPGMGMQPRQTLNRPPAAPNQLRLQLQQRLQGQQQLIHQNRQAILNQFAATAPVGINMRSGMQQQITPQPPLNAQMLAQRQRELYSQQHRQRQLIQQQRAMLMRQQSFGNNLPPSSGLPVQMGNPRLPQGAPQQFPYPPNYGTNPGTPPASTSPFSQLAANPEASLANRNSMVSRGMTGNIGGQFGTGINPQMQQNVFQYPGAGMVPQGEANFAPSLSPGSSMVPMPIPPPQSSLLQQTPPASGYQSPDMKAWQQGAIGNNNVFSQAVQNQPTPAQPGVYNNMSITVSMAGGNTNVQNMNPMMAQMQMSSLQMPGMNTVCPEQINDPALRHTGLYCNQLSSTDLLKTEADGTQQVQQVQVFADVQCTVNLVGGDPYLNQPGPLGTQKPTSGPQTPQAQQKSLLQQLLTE
# TROY NFkB inh = inhibitors of TROY-dependent NF-kB signaling | Q293 LMP1-TROYcd NF-kB luciferase reporter, 4 h | inhibition, % at 10 µM | 0.98% of 360,000 active | AID 1347056;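 active = compounds whose plate-normalised and pattern-corrected inhibition of the luciferase reporter signal at the single screening dose is 50% or more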
# NOD2 RIPK2 PPI = blocks binding of human NOD2 to RIPK2; inhibition, % at 4.98 µM; 0.38% of 360,000 active; AID 624267; CHO BLA complementation NOD2-RIPK2, CCF4 ratio; in the data active = inhibition above about 21%;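 also: 0% = vehicle only and 100% = reference blocker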
# NCOA2 inhibitor = inhibits human steroid receptor coactivator 2; HEK293 GAL4-SRC2 luciferase reporter, luminescence; inhibition, % at 9 µM; 0.17% of 370,000 active;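 active = inhibition above the mean inhibition of all tested compounds plus 3 SD, set per campaign, cut at about 52% in these data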;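 also: 0% = DMSO treated cells and 100% = cells given Gossypol at 36 µM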
# * marks the source's active call; other numbers are inactive results; x = not tested or not shown. A portion of the library; count on the stated rates, not on these rows.
SMILES,LMP1 NFkB inh,NR2F2 inh,TRAIL sens C8,Vif inh,LRH-1 inv ag,SRC3 inh,TLR9-MyD88 block,NCOA1 inh,TROY NFkB inh,NOD2 RIPK2 PPI,NCOA2 inhibitor
Cc1ccc(Sc2ccc([N+](=O)[O-])cc2[N+](=O)[O-])nc1,-5,-13,0,2,8,-10,-12,10,15,-6,25
CC1(C)Cc2c(C#N)c(N3CCN(C(=O)c4ccco4)CC3)nc(Cc3ccccc3)c2CO1,0,-4,17,8,-5,3,-4,3,19,-2,13
O=C(CSc1nc2scc(-c3ccccc3)c2c(=O)[nH]1)Nc1ccccc1,-3,-9,11,-14,-17,-12,3,5,8,-22,-8
CC1CCCN(S(=O)(=O)c2ccc(NC(=O)Cn3nnc(-c4ccccc4F)n3)cc2)C1 (centres undefined),-1,16,11,1,-22,20,-1,-14,16,1,-1
CCOC(=O)c1sc(=S)n(-c2ccc(OC)cc2)c1N,-4,13,0,-6,24,2,x,0,-4,-4,11
CC(C)(C)n1nc2c(c1NC(=O)c1ccc(S(=O)(=O)N3CCCCC3)cc1)CS(=O)C2 (centres undefined),-1,-2,-8,-5,-4,6,-8,6,11,-3,-44
O=C1NC(=O)C2(CCC(C(=O)O)C2)N1 (centres undefined),8,-11,2,-2,-12,3,-11,11,6,0,2
CC(OC(=O)c1cnccn1)C(=O)c1ccccc1 (centres undefined),3,-16,2,1,-5,-8,2,-10,5,-10,0
COC(=O)C1Cc2c([nH]c3ccccc23)C(C)N1 (centres undefined),4,10,-6,-1,7,9,-4,-1,-8,5,7
COc1ccccc1Cc1nnc(NC(=O)C2CCN(C(=O)c3ccco3)CC2)s1,5,12,9,-3,-2,12,-4,14,-8,-1,-24
Cc1ccc(N(C(=O)CCC(=O)Nc2cc(C)on2)C(C(=O)NC2CCCC2)c2cccs2)cc1 (centres undefined),-5,-4,4,-1,12,2,-5,-19,-19,4,14
CCCn1c(=N)n(CC(O)COc2ccc(C)cc2)c2ccccc21 (centres undefined),-5,3,11,7,-13,-12,-5,-17,3,-2,6
O=C(c1ccco1)N1N=C(c2ccc(Br)cc2)CC1c1ccco1 (centres undefined),10,-1,10,16,4,-11,1,-13,34,-4,-21
COc1ccc(-c2n[nH]c(=S)n2CC(C)C)cc1,2,-13,3,15,12,12,7,-1,-14,6,-5
Fc1ccc(C2=Nc3cccc4cccc(c34)N2)cc1,-11,-1,-2,11,17,-3,-9,-10,4,3,-4
S=C(NC12CC3CC(CC(C3)C1)C2)N1CCOCC1,3,-26,19,-8,9,5,-6,-61,1,6,-1
O=C(NCCCc1ccccc1)c1cccc(S(=O)(=O)N2CCOCC2)c1,4,6,7,-14,4,1,2,0,12,-9,23
CCOc1ccc(NC(=O)N2CCCC2C(=O)NCC2CCCO2)cc1 (centres undefined),3,-26,-12,15,24,-3,0,-8,-6,-3,7
CCn1c(=O)n(CC(=O)Nc2cccc(OC)c2)c(=O)c2ccccc21,0,-1,-13,-8,9,-1,-4,0,5,16,-7
O=C(O)CCCC(=O)N1N=C(c2c(-c3ccccc3)c3cc(Cl)ccc3[nH]c2=O)CC1c1cccs1 (centres undefined),-46,13,2,3,3,15,-5,12,0,-7,-8
Cc1ccc(C)c(S(=O)(=O)Nc2ccc(O)c(C(=O)O)c2)c1,-6,-14,-7,0,20,1,-8,1,23,-15,-21
C/C(=N\NC(=O)COc1ccc(C)cc1C(C)C)c1cc2ccccc2o1,-10,12,47,-3,-6,-7,1,3,-74,-1,-25
CC(C)Oc1ccc(CCNC(=O)C2CCC(=O)N(C3CCCCCC3)C2)cc1 (centres undefined),6,2,-9,9,9,0,-8,-1,-14,18,15
Cc1cc2ccccn2c1C(=O)c1ccc(F)cc1,-6,3,4,-2,24,-10,14,-1,-14,-15,-23
Cc1ccc(C(CNS(=O)(=O)c2ccc(F)cc2)N2CCN(C)CC2)cc1 (centres undefined),9,-24,-3,12,-13,-2,-6,5,-5,4,19
CN1CCN(CC(=O)Nc2nc(-c3c[nH]c4ccccc34)cs2)CC1,-6,-31,-16,-7,8,4,0,-16,-8,5,4
O=C(NCCN1CCOCC1)N1c2ccccc2Sc2ccccc21,8,4,-6,27,0,-6,-1,-11,-17,1,6
Cc1cccc(Oc2sc(C(=O)c3ccccc3)c(N)c2C#N)c1C,-10,16,-6,x,-1,14,-11,10,-72,-2,17
CCc1cc(/C(Cc2ccccn2)=N\O)c(O)cc1O,9,29,2,-6,-5,1,8,-6,26,-5,24
O=C(CN1C(=O)NC(Cc2c[nH]c3ccccc23)C1=O)NC1CCCCC1 (centres undefined),0,9,-2,1,-2,5,-2,-13,4,2,2
COc1ccccc1C1C=C(c2ccc(Cl)cc2)Nc2nc(N3C(=O)CCC3=O)nn21 (centres undefined),5,-4,-10,-13,-7,10,47*,-22,-16,53*,-4
O=C(NCC1(N2CCCCC2)CCCCC1)c1ccc(NS(=O)(=O)c2ccc(F)cc2)cc1,-46,7,1,2,-55,-2,11,-19,-17,1,-86
Nc1[nH]c(C(=O)c2ccccc2)c(-c2ccc(Br)cc2)c1C(=O)c1ccc(Br)cc1,x,-6,0,x,-6,x,x,x,18,-8,-20
Cc1cc(Br)ccc1N=C1C(=O)Nc2ccccc21,-10,0,7,-5,6,0,3,-5,-16,-7,1
O=C(NCc1ccccc1CN1CCCCC1)c1ccccc1N1CCCC1=O,-7,-29,-13,3,0,10,-23,-15,-14,6,-15
C[S+](CC[C@H](N)C(=O)O)C[C@H]1O[C@@H](n2cnc3c(N)ncnc32)[C@H](O)[C@@H]1O (some centres undefined),1,x,5,19,-11,-7,-8,-1,1,11,x
CCc1nc2c(OCCC3CCCCC3)cccn2c1N(C)C(=O)C(C)C,x,x,-10,x,4,10,x,4,-4,7,x
CC1CCC2(CC1)SCC(=O)N2c1ccc(F)cc1 (centres undefined),-3,-17,7,0,13,13,-2,15,-27,0,8
CCCCC(=O)Nc1cccc(NC(=O)C(C)C)c1,-6,6,-4,3,0,-13,11,6,23,-5,23
COc1ccc(NC(=O)Nc2cccnc2)c(OC)c1,2,6,-4,2,5,5,-4,-31,10,-2,-30

# Shown with each value named: entries from further up.
smiles: CC1CCC2(CC1)SCC(=O)N2c1ccc(F)cc1 (centres undefined)
  LMP1 NFkB inh: -3
  NR2F2 inh: -17
  TRAIL sens C8: 7
  Vif inh: 0
  LRH-1 inv ag: 13
  SRC3 inh: 13
  TLR9-MyD88 block: -2
  NCOA1 inh: 15
  TROY NFkB inh: -27
  NOD2 RIPK2 PPI: 0
  NCOA2 inhibitor: 8

smiles: CCCCC(=O)Nc1cccc(NC(=O)C(C)C)c1
  LMP1 NFkB inh: -6
  NR2F2 inh: 6
  TRAIL sens C8: -4
  Vif inh: 3
  LRH-1 inv ag: 0
  SRC3 inh: -13
  TLR9-MyD88 block: 11
  NCOA1 inh: 6
  TROY NFkB inh: 23
  NOD2 RIPK2 PPI: -5
  NCOA2 inhibitor: 23

# Continued.
SMILES,LMP1 NFkB inh,NR2F2 inh,TRAIL sens C8,Vif inh,LRH-1 inv ag,SRC3 inh,TLR9-MyD88 block,NCOA1 inh,TROY NFkB inh,NOD2 RIPK2 PPI,NCOA2 inhibitor
Cc1noc(C)c1C(=O)N1CCc2ccccc21,-30,-5,-10,-18,-1,16,-1,3,-19,-8,-5
Cc1ccc(NC(=O)NN(C)c2c(Cl)c(Cl)nn2C)cc1,-21,15,-11,7,27,15,-9,-10,12,-5,-6
COc1cc(-c2nnc(SCC(=O)Nc3ccc4c(c3)OCCO4)o2)cc(OC)c1OC,-12,3,-3,-1,-7,2,-4,-17,15,-4,-14
CCn1c(=NC(=O)CN2C(=O)CCC2=O)sc2c(OC)ccc(OC)c21,-8,-4,6,3,-2,-10,-5,-42,-8,5,-16
COC(=O)CNC(c1ccccc1Cl)c1cc(Br)ccc1NS(=O)(=O)c1ccc(C)cc1 (centres undefined),15,-3,29,-13,2,18,-2,-6,17,-10,-18
COc1ccc(CCN2CC(C(=O)NCCN3CCNC3=O)CCC2=O)cc1 (centres undefined),9,1,-9,7,2,6,6,-50,11,-1,-4
COc1ccc(S(=O)(=O)N2CCOCC2)cc1NC(=O)c1ccc(Cl)cc1,3,-15,25,6,-12,-16,-1,8,-9,-15,-15
CC(C)C(=O)NNS(=O)(=O)c1ccccc1[N+](=O)[O-],-9,-7,14,4,13,6,7,2,-7,-7,2
O=S(=O)(c1cccc2cccnc12)N1CCN(Cc2ccc3c(c2)OCO3)CC1,2,-16,8,-1,-15,1,-3,-6,0,-10,14
CCCn1c(SCC(=O)Nc2cc(S(=O)(=O)N3CCOCC3)ccc2OC)n[nH]c1=O,-3,-3,-13,0,3,13,-10,-12,-4,6,-14
CC(OC(=O)c1ccc(Cl)nc1)C(=O)NC1(C#N)CCCCC1 (centres undefined),-14,-14,4,-7,2,12,-2,8,13,-3,0
CC(C)CCN1CCN(Cc2ccc(C#CC(C)(C)O)s2)CC1CCO (centres undefined),-3,-5,8,7,2,10,-5,-21,17,-3,-12
Cc1ccc(C)c(S(=O)(=O)N2CCN(C(=O)C3CC3C)CC2)c1 (centres undefined),1,-6,-11,4,-12,-3,-2,10,-11,-14,16
COc1ccc(-c2n[nH]c3c2C(c2ccc(OC)c(OC)c2)N(c2ccccc2)C3=O)cc1 (centres undefined),13,5,-15,18,9,0,2,11,-5,-4,-14
O=S(=O)(Nc1ccc2c(c1)OCO2)c1cccs1,-4,-3,10,10,5,11,-9,-23,0,5,-1
S=C(NCCc1ccccc1)Nc1ccc(N2CCCCC2)cc1,x,-19,12,-6,-13,-27,-14,-30,-11,-8,-28
COc1ccc(CCNC(=O)CNC(=O)Cn2cnc3sc(C)c(C)c3c2=O)cc1OC,-33,4,-4,-3,2,-5,-2,2,21,-10,-17
Cc1cccc(NC(=O)C[n+]2ccc(N(C)C)cc2)c1,-2,12,0,2,3,11,8,6,21,-6,7
COc1ccccc1N=NC1=C(O)CC(C)(C)CC1=O,13,21,2,-4,18,8,8,12,-17,-8,-21
O=C(NCC1CCN(C(=O)c2ccc([N+](=O)[O-])cc2)CC1)C(=O)Nc1ccccc1,4,-9,5,4,-15,11,-2,-7,-30,-3,-23
COCCOC(=O)C1=C(C)NC2=C(C(=O)CCC2)C1c1ccc2c(c1)OCO2 (centres undefined),-8,2,-31,-2,12,-17,3,-1,-17,-11,16
O=C(Nc1ccc(F)cc1)N1CCCN(c2ccc(C(F)(F)F)cn2)CC1,-1,1,11,-2,-9,21,x,1,9,-4,1
Nc1ccn([C@@H]2O[C@H](C(=O)NCC(F)(F)F)[C@@H](O)[C@H]2O)c(=O)n1,x,-11,1,22,-6,-2,x,5,6,-5,-34
COc1ccc(N2CCN(S(=O)(=O)CCNC(=O)c3cccs3)CC2)cc1,-5,-11,-10,-22,8,-43,6,-6,11,-7,-19
CN(C)CCCNC(NC(=O)/C=C/c1ccccc1)C(Cl)(Cl)Cl (centres undefined),3,-7,-5,-13,8,-11,4,8,-14,6,8
Oc1ccccc1-c1cc(-c2ccccc2Cl)[nH]n1,-100,-79,6,-5,-130,-96,-1,-116,-31,-10,-52
O=C(Nc1nnc(C2CC2)s1)c1cncc(Br)c1,-12,-36,8,-3,-32,-52,2,-67,-34,12,-66
